# Compound activity deposited in PubChem by several laboratories.
# UGM FP inh: M. tuberculosis UGM enzyme inhibitors, primary screen, biochemical, fluorescence polarization, single point; inhibition, % at 10 µM; actives 0.06% (n = 320,000); purified UGM, fluorescence polarization probe displacement; UDP-galactopyranose mutase (Mycobacterium tuberculosis (strain ATCC 25618 / H37Rv)), …; AID 504406, 2011; in the data active = inhibition above about 10%, passing the limit was not always enough; inconclusive = no clear call, values can overlap the other calls
# Target sequence (P9WIQ1 whole entry, looked up): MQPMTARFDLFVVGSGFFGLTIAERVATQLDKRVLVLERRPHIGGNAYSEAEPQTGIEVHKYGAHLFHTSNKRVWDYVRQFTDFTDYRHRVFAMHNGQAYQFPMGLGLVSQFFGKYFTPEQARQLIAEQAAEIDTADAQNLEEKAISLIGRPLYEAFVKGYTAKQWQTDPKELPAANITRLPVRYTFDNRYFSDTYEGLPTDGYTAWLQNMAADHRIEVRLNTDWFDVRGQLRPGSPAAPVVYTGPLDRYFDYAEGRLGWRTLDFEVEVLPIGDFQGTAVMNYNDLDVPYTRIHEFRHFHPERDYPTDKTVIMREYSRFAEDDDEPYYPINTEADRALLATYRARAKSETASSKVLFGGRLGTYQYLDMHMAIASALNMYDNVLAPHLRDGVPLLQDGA
# FadD28 binding: inhibitors of FadD28 bisubstrate probe binding, primary screen, biochemical, fluorescence polarization, single point. inhibition, % at 12.5 µM. actives 0.22% (n = 360,000). AID 588549, 2011; in the data active = inhibition above about 8.5%, passing the limit was not always enough; inconclusive = no clear call, values can overlap the other calls
# Y pestis TopoI: Yersinia pestis topoisomerase I inhibitors, primary screen, biochemical, cleavage product accumulation, plate reader, single point | Y. pestis Topo-I cleavage product accumulation | activity, % at 10 µM | AID 504884, 2011 | actives 0.064% (n = 360,000); in the data active = activity above about 50%, passing the limit was not always enough; inconclusive = no clear call, values can overlap the other calls; note: inactives centre near 2
# Mtb BioA inh: M. tuberculosis BioA enzyme inhibitors, primary screen, biochemical, plate reader, single point, HTS; 7,8-diaminopelargonic acid synthase BioA (Mycobacterium tuberculosis); purified M. tuberculosis BioA enzyme; inhibition, % at 9.99 µM; actives 0.096% (n = 360,000); AID 602481, 2012; in the data active = inhibition above about 40%; inconclusive = no clear call, values can overlap the other calls
# FBA Mtb inh: Mtb FBA enzyme inhibitors, primary screen, biochemical, fluorescence, strain H37Rv | Fructose-bisphosphate aldolase (Mycobacterium tuberculosis (strain ATCC 25618 / H37Rv)), … | purified M. tuberculosis FBA, fluorescence read-out | inhibition, % at 1 µM | actives 2.3% (n = 360,000); in the data active = inhibition above about 27%;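 note: 0% = vehicle and 100% = reference inhibitor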
# Target sequence (P9WQA3 whole entry, looked up): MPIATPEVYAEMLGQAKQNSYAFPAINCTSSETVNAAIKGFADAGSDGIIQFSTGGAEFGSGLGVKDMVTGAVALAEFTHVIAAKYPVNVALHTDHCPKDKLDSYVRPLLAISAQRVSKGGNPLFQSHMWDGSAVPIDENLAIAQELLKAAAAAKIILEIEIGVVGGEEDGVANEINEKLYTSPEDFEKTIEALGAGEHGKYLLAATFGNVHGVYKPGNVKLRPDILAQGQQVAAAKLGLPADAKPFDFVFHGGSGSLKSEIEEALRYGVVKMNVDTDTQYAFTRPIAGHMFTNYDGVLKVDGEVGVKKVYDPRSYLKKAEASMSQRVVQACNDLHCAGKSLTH
# TcdB inh: TcdB glycohydrolase inhibitors, primary screen, biochemical, single point, plate reader. AID 652162, 2013. TcdB glycohydrolase enzymatic assay. inhibition, % at 9.99 µM. actives 0.24% (n = 350,000); in the data active = inhibition above about 10%
# BH1578 lux ind: inducers of Vibrio cholerae quorum light production without autoinducers, primary screen, BH1578 luxS cqsA deficient, single point; V. cholerae BH1578 lux reporter, luminescence, 6 h; activation, % at 18.7 µM; actives 0.16% (n = 350,000); in the data active = activation mostly above about 9.7%, no sharp cut-off; inconclusive = no clear call, values can overlap the other calls; inactive = mostly below about 3.7%; note: not every result past the cut was called active; inactives centre near 0; reference of the scale not given here
# GDH-TPI counter: GDH-TPI coupling enzyme inhibitors, primary screen, artefact control for M. tuberculosis FBA inhibitor project, biochemical, absorbance, full deck; GDH-TPI coupled enzyme counterscreen, NADH absorbance; inhibition, % at 4.8 µM; actives 1.2% (n = 360,000); AID 588335, 2011; in the data active = inhibition above about 30%;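 note: 0% = DMSO wells and 100% = wells lacking the enzyme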
# PfHsp40 rescue: rescue of yeast from PfHsp40 toxicity, primary screen, S. cerevisiae, ATP luminescence | growth rescue, % at 12.5 µM | AID 504582, 2011 | S. cerevisiae expressing PfHsp40, growth rescue | actives 0.68% (n = 340,000); in the data active = growth rescue above about 28%, passing the limit was not always enough; inconclusive = no clear call, values can overlap the other calls;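 note: yeast W303a lacking pdr1 and pdr3 grown in galactose medium; growth measured after three days at 30 °C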
# * hit, by the source's call; i = inactive; ? = inconclusive; · = no result given; & = joins results of further samples.
SMILES,UGM FP inh,FadD28 binding,Y pestis TopoI,Mtb BioA inh,FBA Mtb inh,TcdB inh,BH1578 lux ind,GDH-TPI counter,PfHsp40 rescue
O=C(/C=C/c1ccccc1)NC(=S)Nc1ncccn1,-0.7,-1.6,6,·,3,0.2,i,7,0.8
Nc1nc2ccc(C(=O)Nc3ccccc3)cc2s1,-1.6,-1.6,-9,0.3,-3,·,-0.2,5,1.6
CC(=O)N(C)C[C@@H]1Oc2ncc(C#Cc3ccc(F)cc3)cc2C(=O)N([C@@H](C)CO)C[C@H]1C,·,0.7,6,-1.9&1.1&0.5,-1,-0.2&1.5&-0.5,-0.6,-2,·
CN1C(=O)C(=Cc2cn(CC#N)c3ccccc23)C(=O)N(C)C1=O,2.2,-1.0,-10,-1.7,3,0.6,-7.7,-5,-0.3
C=CCN1C(=O)/C(=N/n2cnnc2)c2ccccc21,2.4,1.5,7,-0.4,-1,·,·,4,0.6
CC(C)N=C(NS(=O)(=O)c1ccc(Br)cc1)c1ccc(Cl)cc1,-3.6,0.2,13,·,4,3.9,-0.1,2,-0.4
CCOc1ccc(N(CC(=O)NC2CCCC2)S(=O)(=O)c2c(C)noc2C)cc1,1.1,0.5,-2,-1.3,3,·,-0.3,11,-0.1
C/C(=N/NC(=O)c1ccc(Br)o1)c1cccs1,-4.4,0.5,1,-2.0,1,1.3,-1.7,26,1.4
COc1cc(C(=O)O)ccc1OC(C)=O,2.0,-0.5,8,0.7,1,·,i,3,0.6
COc1ccc(-c2[nH]c(-c3ccc(Cl)cc3)nc2SCC(=O)Nc2nccs2)cc1,-3.3,-2.8,-22,-0.2,1,-7.9,-0.1,2,-0.4
CC(=O)Oc1cc2c(C(=O)NCCN3CCOCC3)c(C)oc2c2ccccc12,·,-1.4,-5,-2.8,0,·,i,4,0.3
CN(C)S(=O)(=O)Oc1ccsc1C(=O)Nc1cccc(Cl)c1Cl,-0.4,-0.4,2,0.2,4,·,i,-6,-0.3
COc1cccc(C2CC(=O)Nc3c2c(=O)n(C)c(=O)n3C)c1OC (configuration not stated),-0.4,0.2,6,-0.6,1,-0.5,-0.3,16,0.8
COc1ccc(Nc2nnc(C)c(=O)[nH]2)cc1,-0.3,-2.9,-2,-0.6,3,·,-0.3,-11,0.1
CCc1ccccc1NC(=O)CNC(=O)c1n[nH]c(=O)c2ccccc12,0.7,-2.8,3,-1.1,-2,0.0,i,4,-1.5
COc1ccc(-c2sc3ccccc3c2-c2ccc(O)cc2)cc1,1.5,-5.2,0,-0.6,10,0.6,-2.1,8,?
Cn1c(=O)c([N+](=O)[O-])c(Oc2ccccc2)c2ccccc21,·,1.5,1,·,4,1.9,1.8,8,-1.8
O=C(COC(=O)CNC(=O)c1ccc([N+](=O)[O-])o1)Nc1ncc(C(F)(F)F)cc1Cl,-3.3,0.5,3,0.2,0,1.2,-2.1,9,-1.2
CN(C)c1ccc(NC(=O)CCN2C(=O)c3cccc([N+](=O)[O-])c3C2=O)cc1,1.3,-2.0,-6,-0.1,0,-32,-0.8,14,-0.4
CCCCN1C(=O)C(O)=C(C(C)=O)C1c1ccccc1 (configuration not stated),2.2,0.4,2,-1.6,0,·,i,17,-1.7
Nc1nnc(SCCOc2ccc(Br)cc2)s1,0.0,1.0,6,0.2,5,·,0.5,-4,0.2
CCOc1ccc(NC(=O)CCNS(=O)(=O)c2ccc3c(c2)c(=O)n(C)c(=O)n3C)cc1,-2.5,-1.3,1,2.2,1,1.2,-0.7,11,-0.3
Cc1ccccc1NC(=O)Cn1cccc1,-0.3,0.2,-2,0.3,-1,2.1,i,-5,0.2
O=C(Nc1nccs1)C1CCN(S(=O)(=O)c2cccs2)CC1,-0.8,0.4,2,0.7,0,0.0,-0.2,-1,-0.6
O=C(OCc1ccccc1)N1CCc2ccccc21,-0.1,-4.5,19,1.2,-2,-0.2,2.3,-8,3.0

# (list continues)
SMILES,UGM FP inh,FadD28 binding,Y pestis TopoI,Mtb BioA inh,FBA Mtb inh,TcdB inh,BH1578 lux ind,GDH-TPI counter,PfHsp40 rescue
Cc1c(NC(=O)/C=C/C(=O)O)cccc1[N+](=O)[O-],-0.8,-3.5,-5,-0.6,-6,·,-3.7,-4,17
O=C(COC(=O)c1ccc2c(c1)OCO2)Nc1ccccc1F,-2.6,-1.0,-7,0.0,2,-0.5,-6.1,5,0.4
CC12CCC(C(=O)Nc3nc4ccc(Br)cc4s3)(OC1=O)C2(C)C (configuration not stated),-0.9,-6.9,2,·,0,-0.5,i,9,9.8
COc1cccc(/C=N/NC(=O)c2ccc(-c3ccccc3)cc2)c1O,0.4,-1.1,1,-0.5,-1,·,i,11,-0.4
O=C(O)/C=C/C(=O)Nc1ccc(-c2ccccc2)cc1,2.0,-0.4,6,-1.2,8,1.8,0.6,12,1.6
C/C(=N\NC(=O)c1csc2ccccc12)c1ccc(O)cc1,-1.7,-0.3,-2,-2.3,-1,·,i,20,-0.3
COC(=O)c1cccc2c1-c1ccccc1/C2=N\NC(N)=O,-0.2,-2.9,-3,-1.2,4,0.6,-1.0,22,0.2
CC(C)CCn1c(N2CCc3ccccc3C2)nc2c1c(=O)[nH]c(=O)n2C,2.4,-0.2,6,-1.2,0,-0.5,8.3,-16,1.2
Cn1nc(C(C)(C)C)c(NC(=O)c2ccc(F)cc2)c1C(C)(C)C,0.2,-1.2,-3,·,5,0.4,-0.4,7,-0.1
CC(=O)Nc1ccc(S(=O)(=O)NCCC(=O)OCC(=O)c2cc(C)ccc2C)cc1,·,-3.4,9,1.5,-1,0.1,14,-1,-1.1
Cn1ccc2c(-c3ccc(F)cc3F)cc3c(c21)C1CCC3C1 (configuration not stated),·,-0.3,·,4.0,6,0.4,·,·,·
COc1ccc(CNC(=O)N[C@H](C(=O)O)C(C)C)cc1OC,2.4,-3.3,-7,0.2,2,0.7,i,10,0.9
N=c1sccn1CC(=O)Nc1cccc2ccccc12,-0.4,0.6,-5,-1.4,0,·,-0.1,12,?
Cc1c(C(=O)NCC2CC2)sc(=O)n1Cc1cccc(F)c1,·,-4.9,-5,3.0,1,1.0,-0.4,4,·
CC1=C(C(=O)N2CCc3ccccc32)C2(CCC(C)CC2)OC1=O (configuration not stated),1.5,-2.4,25,4.1,1,1.2,-0.8,4,1.2
CCc1ccc(NC(=O)c2ccccc2SC)cc1,0.8,-0.7,6,-0.5,1,0.7,-4.5,2,-0.8
C#CCOCCOCCOCCNc1nc(N2CCN(C(=O)[C@H](C(C)C)n3cc(CCO)nn3)CC2)nc(N2CCN(C(=O)[C@H](CCCCN)n3cc(CCCC)nn3)CC2)n1,-0.1,-0.5,47,1.3,-1,0.8,i,3,-1.4
Cc1cc2c(ncn2C)c(NS(=O)(=O)c2ccc(F)cc2)c1C,0.0,-2.1,-5,-1.2,-4,-5.5,-0.5,1,-0.5
CCN(CC)S(=O)(=O)c1ccc(-c2nnc(SCc3nnc(-c4ccc(C)cc4)o3)o2)cc1,4.5,-0.5,1,-0.9,0,·,-4.8,16,-0.4
O=C(O)Cc1ccc2c(c1)N(S(=O)(=O)c1cccs1)CC(C(=O)O)O2 (configuration not stated),-1.4,?,-5,-0.8,0,0.8,0.4,-2,1.2
N#CCSc1nnc(COc2cccc3ccccc23)n1-c1cccc(Cl)c1,-0.7,-7.8,5,-0.6,-15,·,i,-16,5.0
Cc1ccc(C(=O)NCC(=O)NCC(=O)OCc2ccc(F)cc2)cc1,-2.3,-2.0,8,·,1,0.0,0.4,-2,0.2
Cc1ccc(C)c(NC(=O)C2=CCN(S(=O)(=O)c3ccc(F)cc3)CC2)c1,3.1,-0.8,6,-0.4,-2,1.2,-0.2,-1,-0.1
CC(C)CC(=O)Nc1cc2c3c(c1)C(C)C(=O)N3CCC2 (configuration not stated),3.0,0.7,2,-1.4,2,2.1,i,6,-1.8
O=[N+]([O-])/C(C(Cl)=C(Cl)Cl)=C(\Sc1ccccc1)N1CCCCC1,-0.5,-1.3,26,·,1,0.9,-0.8,11,-2.0

# Remaining list, next part
SMILES,UGM FP inh,FadD28 binding,Y pestis TopoI,Mtb BioA inh,FBA Mtb inh,TcdB inh,BH1578 lux ind,GDH-TPI counter,PfHsp40 rescue
O=C(c1ccc(OC2CCN(CCc3ccccc3)CC2)cc1)N1CCC[C@H]1CO,·,-4.0,7,-1.2,2,1.8,-4.3,-12,1.4
CCCCOc1ccc(/C=C/C(=O)NCCc2nc3ccccc3[nH]2)cc1,3.4,-1.5,19,-1.7,1,1.3,-0.7,3,-1.0
Cc1nn(Cc2c(F)c(F)c(F)c(F)c2F)c(C)c1NC(=O)c1ccnn1C,1.1,-1.3,4,-0.8,2,0.3,2.5,3,-0.9
COc1cccc(CNC(=O)CCNS(=O)(=O)c2ccc(Br)s2)c1,2.8,-3.5,-2,4.2,1,0.1,-0.6,-6,-0.5
Cc1cccc(N=N/C(=C\O)C(=O)c2cccs2)c1,1.4,-1.5,-2,·,-2,1.0,-1.1,7,-1.7
Cc1ccc(C(=O)Nc2ccncc2)cc1S(=O)(=O)N1CCOCC1,-0.7,-1.9,2,-0.9,2,1.2,-0.7,1,-2.4
C=CCn1c(SCC(=O)Nc2cc(C)on2)nnc1-c1ccccc1OC,0.5,-0.8,9,-0.1,2,1.2,0.7,-4,0.2
C[C@H]1CN=C(Nc2ccccc2)N1CCc1ccccc1,-1.4,-4.0,-4,-0.1,0,-0.7,-3.6,-4,-1.1
COCCn1c(SCC(=O)NCCCN2CCCC2=O)nc2ccccc2c1=O,-2.2,-2.3,-8,-0.4,0,1.0,i,-14,0.7
COc1ccc(Cl)cc1S(=O)(=O)NC(C)C(=O)NCCN1CCOCC1 (configuration not stated),·,-3.3,3,-1.8,0,1.7,-2.4,-7,0.0
Cc1cccc(N2CCN(C(=O)Cn3nc(C)n4cccc4c3=O)CC2C)c1 (configuration not stated),0.2,0.0,-2,1.1,-2,0.5,-0.2,6,-1.1
COC(=O)N/N=C/C1=CCC2CC1C2(C)C (configuration not stated),-0.7,-0.9,1,1.0,-2,0.0,-0.4,0,-0.5
CN(Cc1nc(-c2ccccc2)no1)C(=O)c1ccc2c(c1)OCO2,1.1,0.2,3,1.4,4,3.3,0.2,3,0.1
Cn1ncc(=S)[nH]c1=S,·,-1.7,3,-0.4,-3,0.1,-4.3,23,-0.8
CCOC(=O)c1cn2nc(-c3ccc(OC)cc3)cc2nc1C1CCN(C(=O)OC(C)(C)C)CC1,-0.8,-4.5,3,-1.9,-4,·,-3.7,-4,-1.2
C=C(C)Cc1c(C)c(C#N)c2nc3ccccc3n2c1N1CCCCC1,2.3,-4.5,8,·,1,·,i,-12,-0.3

# Entries of single compounds, looked up by structure. Values in the order: UGM FP inh, FadD28 binding, Y pestis TopoI, Mtb BioA inh, FBA Mtb inh, TcdB inh, BH1578 lux ind, GDH-TPI counter, PfHsp40 rescue
# `Cn1ncc(=S)[nH]c1=S` across the screens: ·, -1.7, 3, -0.4, -3, 0.1, -4.3, 23, -0.8
# `Cc1nn(Cc2c(F)c(F)c(F)c(F)c2F)c(C)c1NC(=O)c1ccnn1C` across the screens: 1.1, -1.3, 4, -0.8, 2, 0.3, 2.5, 3, -0.9
# `COc1cccc(CNC(=O)CCNS(=O)(=O)c2ccc(Br)s2)c1` across the screens: 2.8, -3.5, -2, 4.2, 1, 0.1, -0.6, -6, -0.5
# `O=C(c1ccc(OC2CCN(CCc3ccccc3)CC2)cc1)N1CCC[C@H]1CO` across the screens: ·, -4.0, 7, -1.2, 2, 1.8, -4.3, -12, 1.4
# `COC(=O)N/N=C/C1=CCC2CC1C2(C)C` (configuration not stated) across the screens: -0.7, -0.9, 1, 1.0, -2, 0.0, -0.4, 0, -0.5
